# Screening results as filed in PubChem.
# PLCb3 inh = blocks human PLC-beta3 enzyme activity | Q01970 | Purified PLC-beta3, fluorogenic substrate, fluorescence | inhibition, % at 12.2 µM | 370,000 compounds, 0.18% hits | AID 720704; in the data active = inhibition above about 11%;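 note: 0% = median of compound wells on plate and 100% = full blocker control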
# PLC-gamma1 inh = inhibitors of human phospholipase C gamma1; P19174; purified PLC-gamma1, fluorogenic substrate, fluorescence; inhibition, % at 12.2 µM; 370,000 compounds, 0.84% hits; AID 720700; in the data active = inhibition above about 9.5%
# Target sequence (P19174 whole entry, looked up): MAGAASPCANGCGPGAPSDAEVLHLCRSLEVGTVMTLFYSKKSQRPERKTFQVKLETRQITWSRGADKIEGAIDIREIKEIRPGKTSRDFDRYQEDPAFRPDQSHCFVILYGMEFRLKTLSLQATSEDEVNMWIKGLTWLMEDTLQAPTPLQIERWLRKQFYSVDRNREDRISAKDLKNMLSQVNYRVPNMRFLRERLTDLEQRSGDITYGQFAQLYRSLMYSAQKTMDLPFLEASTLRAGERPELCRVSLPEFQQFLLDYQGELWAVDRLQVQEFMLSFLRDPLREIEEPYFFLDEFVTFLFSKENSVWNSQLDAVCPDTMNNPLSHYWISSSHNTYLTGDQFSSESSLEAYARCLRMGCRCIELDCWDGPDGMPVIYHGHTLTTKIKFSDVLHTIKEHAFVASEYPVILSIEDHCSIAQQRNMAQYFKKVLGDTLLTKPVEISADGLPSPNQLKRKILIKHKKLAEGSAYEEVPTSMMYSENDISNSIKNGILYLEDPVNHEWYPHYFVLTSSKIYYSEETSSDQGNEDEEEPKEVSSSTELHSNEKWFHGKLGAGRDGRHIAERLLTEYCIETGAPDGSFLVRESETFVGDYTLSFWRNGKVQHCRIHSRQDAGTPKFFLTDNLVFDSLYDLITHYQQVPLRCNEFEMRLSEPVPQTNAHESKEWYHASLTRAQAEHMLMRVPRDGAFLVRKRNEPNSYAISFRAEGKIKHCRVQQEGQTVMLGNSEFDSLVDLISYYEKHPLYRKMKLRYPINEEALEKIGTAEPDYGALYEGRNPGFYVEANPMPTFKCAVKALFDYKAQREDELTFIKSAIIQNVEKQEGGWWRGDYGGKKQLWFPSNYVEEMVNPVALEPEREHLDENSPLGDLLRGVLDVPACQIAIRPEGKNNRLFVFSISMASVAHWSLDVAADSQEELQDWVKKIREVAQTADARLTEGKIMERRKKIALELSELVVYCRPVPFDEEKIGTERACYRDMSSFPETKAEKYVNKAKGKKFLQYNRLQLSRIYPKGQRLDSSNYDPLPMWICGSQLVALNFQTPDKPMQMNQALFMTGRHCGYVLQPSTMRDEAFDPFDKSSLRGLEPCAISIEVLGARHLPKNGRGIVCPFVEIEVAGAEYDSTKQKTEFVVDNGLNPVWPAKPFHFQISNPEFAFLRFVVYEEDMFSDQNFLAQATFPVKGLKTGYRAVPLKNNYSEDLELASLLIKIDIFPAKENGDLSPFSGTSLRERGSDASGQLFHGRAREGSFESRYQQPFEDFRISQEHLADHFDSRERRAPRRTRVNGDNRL
# DDE Tn7 FP inh = inhibitors of Tn7 peptide binding to human fibrin DD(E); P02675; FP displacement of FITC-Tn7 peptide from fibrin DD(E); 0% = median of compound wells per plate; inhibition, % at 8.3 µM; 370,000 compounds, 0.13% hits;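 active = inhibition above the mean of compounds falling within the control limits plus 3 SD of them, cut at about 14% in these data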;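 note: 0% = plate median of compound wells and 100% = 10 µM Aha-Tn7 peptide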
#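 system = human fibrin DD(E) protein | quantity = DD(E) 2 µM final | medium = Tris/NaCl/CaCl2 buffer, pH 7.8 | also added = labelled Tn7 tracer, 0.1 µM | compound dosing = single point at 8.3 µM | timing = compound with protein 10 min, then 3 h after probe, room temperature | signal = FP measurement | benchmarks = Aha-Tn7 high control | repeats = one replicate per compound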
# ARFGAP1 inh = inhibitors of rat ARFGAP1; Arfgap1-stimulated ARF1 GTP hydrolysis, GDP FP detection; inhibition, % at 16.5 µM; 360,000 compounds, 0.26% hits;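 active = inhibition above a per-plate limit, mean inhibition of low control wells plus 3 SD, cut at about 25% in these data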;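 note: 0% = DMSO wells with enzyme and 100% = wells lacking Arfgap1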
#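 System: truncated rat Arfgap1 GAP domain / Benchmarks: high control wells lacking Arfgap1, low control full reaction with DMSO / Times: compound-enzyme preincubation 20 min, reaction 120 min, detection 60 min, 25 °C / Repeats: one replicate per compound / Also added: human ARF1(Δ1-17)-GTP substrate / Measured by: Tracer-displacement fluorescence polarization with EDTA stop, 620/688 nm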
# ASAP1 GAP inh = blocks human ASAP1-stimulated Arf1 GTP hydrolysis | Q9ULH1 | AID 624377 | GDP FP detection | inhibition, % at 16.5 µM | 360,000 compounds, 0.19% hits; in the data active = inhibition above about 25%;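 note: 0% = vehicle with enzyme and substrate and 100% = no enzyme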
# ADAM10 inh = inhibitors of human ADAM10 | recombinant ADAM10, EDANS/DABCYL FRET peptide cleavage, 3 h | 370,000 compounds, 0.62% hits | inhibition, % at 7 µM | AID 720582;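 active = inhibition above a per-campaign cutoff equal to the mean of compounds falling between control-based bounds plus 3 SD, cut at about 20% in these data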;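 note: 0% = DMSO wells while the 100% control is not disclosed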
# DDE Tn6 FP inh = inhibitors of Tn6 peptide binding to human fibrin DD(E); P02675; Fibrin DD(E) TRITC-Tn6 fluorescence polarization displacement; inhibition, % at 8.3 µM; 370,000 compounds, 0.21% hits; AID 720509;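 active = inhibition above a per-campaign cutoff: mean of compounds within control limits plus 3 SD, cut at about 15% in these data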;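 note: 0% = median of all compound wells on the plate and 100% = blocking peptide control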
# ADAM17 inh = ADAM17 inhibition, QFRET primary screen; P78536; recombinant ADAM17, EDANS/DABCYL FRET peptide cleavage; inhibition, % at 6.95 µM; 370,000 compounds, 0.83% hits;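 active = inhibition above the mean of compounds lying between control limits plus 3 SD, set per campaign, cut at about 8.5% in these data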;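 note: 0% = DMSO-only wells as the low control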
# TDP2 inh = blocks human TDP2 phosphodiesterase activity | O95551 | recombinant TDP2, T5PNP hydrolysis, p-nitrophenol absorbance 415 nm | inhibition, % at 12.8 µM | 370,000 compounds, 0.34% hits | AID 720702;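 active = inhibition above the mean of all tested compounds plus 3 SD, set per campaign, cut at about 25% in these data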;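 note: 0% = DMSO with enzyme and 100% = buffer with substrate but no TDP2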
#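 System – recombinant human TDP2 · Quantity – TDP2 enzyme at 120 nM final · Doses – single concentration, 12.8 µM nominal, with 1% DMSO · Incubation – 2 h at 37 °C · Measured by – epi absorbance of p-nitrophenol freed from T5PNP by hydrolysis · Read-out – % inhibition relative to enzyme-containing and enzyme-free wells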
# SIAE inh = inhibitors of human sialic acid acetylesterase SIAE; Q9HAT2; SIAE FP-Rh probe binding, fluorescence polarization; inhibition, % at 9.66 µM; 370,000 compounds, 0.69% hits;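 active = inhibition above a cutoff: mean of compounds within the control limits plus 3 SD of those, cut at about 17% in these data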;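 note: 0% = plate median of compound wells and 100% = probe without SIAE protein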
# Active calls of the source: *.
(1) Cc1noc(C)c1-c1ccc(C(=O)NCCC(F)(F)F)c2occc12
(2) CC1Cc2cc(-c3csc(NC(=O)CCl)n3)ccc2N1C(=O)C1CC1 (stereo not drawn)
(3) COc1ccc(N2CCCn3c2nc2c3c(=O)n(Cc3ccc(F)cc3)c(=O)n2C)c(OC)c1
(4) Cc1cccc(NC(=O)c2sc(NC(=O)c3ccco3)c(C#N)c2C)c1C
(5) CC(=O)CCc1oc2ccc(C)cc2c1-c1ccccc1
(6) Cc1cc(C(=O)COc2cccc(-n3cnnn3)c2)c(C)n1-c1ccccc1
(7) Cc1cccc(C)c1-n1c(C)cc(/C=N\Nc2ccc([N+](=O)[O-])cn2)c1C
(8) Cc1cc(C)cc(OCCCOc2cccc3cccnc23)c1

compound no.,1,2,3,4,5,6,7,8
PLCb3 inh,2,-2,1,1,-4,-2,-41,-14
PLC-gamma1 inh,7,1,0,-5,0,-1,-35,-10
DDE Tn7 FP inh,1,2,11,4,0,3,0,0
ARFGAP1 inh,-1,-11,-16,-6,12,2,6,-4
ASAP1 GAP inh,3,-3,-9,10,5,6,8,0
ADAM10 inh,-16,3,2,-1,-1,2,5,7
DDE Tn6 FP inh,2,1,1,-4,0,3,-7,-3
ADAM17 inh,-5,3,-2,-3,1,3,2,3
TDP2 inh,-12,-1,-2,4,8,6,-2,-7
SIAE inh,-6,-5,5,-4,-5,2,17,-4

(9) Cc1cc(C)n(-c2ccc(S(=O)(=O)N3CCOCC3)cc2[N+](=O)[O-])n1
(10) CCCCOc1c(C(=O)Nc2ccccc2)nnn1-c1ccccc1
(11) COC(=O)[C@H](C)[C@@H]1C[C@@]1(C)[C@@H](NC(=O)OCc1ccccc1)c1ccccc1
(12) CS(=O)(=O)N(CC(=O)NCC1CCCO1)Cc1ccc(Cl)cc1 (stereo not drawn)
(13) Cn1c(N2CCN(S(=O)(=O)c3ccc(F)cc3)CC2)nc2ccccc21
(14) C=CCn1cnc2scc(-c3ccc(C)c(C)c3)c2c1=O
(15) Cc1ccccc1CC1(CO)CCCN(C(=O)CCC(F)(F)F)C1 (stereo not drawn)
(16) CC(C)CN(C(=O)c1cc(Cl)nc2ccccc12)C1CCS(=O)(=O)C1 (stereo not drawn)

compound no.,9,10,11,12,13,14,15,16
PLCb3 inh,-8,-7,3,1,4,-1,-7,-5
PLC-gamma1 inh,0,-5,0,3,5,-2,-5,2
DDE Tn7 FP inh,2,7,-1,-3,6,1,0,-2
ARFGAP1 inh,4,-6,-2,-4,-2,-5,18,-3
ASAP1 GAP inh,-4,2,-1,0,-3,6,0,17
ADAM10 inh,3,2,6,-4,8,3,-12,-1
DDE Tn6 FP inh,14,6,4,2,-4,4,-7,7
ADAM17 inh,-2,0,0,-5,-6,0,-3,-3
TDP2 inh,-1,5,1,2,-17,4,-18,7
SIAE inh,-1,-4,2,15,0,1,3,-3

(17) Cc1oc(-c2ccc(Cl)cc2)cc1C(=O)/C(C#N)=C/Nc1cccc(OC(F)(F)F)c1
(18) Cc1ccc2nc(-c3ccc(NC(=S)NC(=O)C(C)C)cc3)sc2c1
(19) COc1cc(C(=O)N2CCC(C(=O)Nc3cccc(C(C)=O)c3)CC2)cc(OC)c1OC
(20) Cc1ccccc1-c1ccc(C=Nc2c(C)n(C)n(-c3ccccc3)c2=O)o1
(21) C=CCc1cccc(/C=N/NC(=O)c2ccc3nc[nH]c3c2)c1O
(22) CCC(c1nnnn1CCc1ccccc1)N1CCN(C(=O)c2ccco2)CC1 (stereo not drawn)
(23) C=CCOC(=O)C1=C[C@@H](c2ccc(C(F)(F)F)cc2)C[C@@H](OCc2ccc(CO)cc2)O1
(24) Cc1cc(C)c(C)c(S(=O)(=O)NCc2cccnc2)c1C

compound no.,17,18,19,20,21,22,23,24
PLCb3 inh,-14,-12,4,-11,-97,0,-6,2
PLC-gamma1 inh,-5,-10,6,-6,-54,1,-1,4
DDE Tn7 FP inh,3,8,-4,-1,5,6,2,-2
ARFGAP1 inh,10,-1,1,1,14,0,3,-4
ASAP1 GAP inh,-16,-1,-5,8,-6,-6,13,1
ADAM10 inh,-1,-83,4,-4,-6,-4,11,-1
DDE Tn6 FP inh,4,4,-7,1,-25,-1,-2,0
ADAM17 inh,-1,-27,-3,1,-7,-3,-1,0
TDP2 inh,-12,1,-6,-12,-13,11,-14,10
SIAE inh,-2,-3,2,-1,-37,-1,-4,1

(25) COC(=O)c1ccccc1-c1ccc(C=O)o1
(26) O=C(/C=C/c1cccs1)c1ccc([N+](=O)[O-])cc1
(27) COc1ccc(-c2csc(NC(=O)CS(=O)(=O)c3ccccc3)n2)c(OC)c1
(28) COc1ccc(-n2cc(C#N)c(=O)n(Cc3ccc(F)cc3)c2=O)cc1
(29) Cc1ccc(N(CC(=O)NC(C)(C)C)C(=O)CS(=O)CC(=O)Nc2ccc3c(c2)OCO3)cc1 (stereo not drawn)
(30) CSc1nnnn1-c1c(C)cc(C)cc1C
(31) Cc1nc(-c2ccc(C(=O)Nc3ccccc3F)cc2)cs1
(32) COc1cc(/C=C2\C(=N)N3N=C(S(C)(=O)=O)SC3=NC2=O)cc(OC)c1OCCOc1ccccc1C

compound no.,25,26,27,28,29,30,31,32
PLCb3 inh,0,-4,-1,-2,-1,1,2,-10
PLC-gamma1 inh,-2,8,1,-1,3,-1,-2,-4
DDE Tn7 FP inh,-2,-3,-2,3,1,-6,-1,2
ARFGAP1 inh,6,11,9,7,-6,2,-3,-3
ASAP1 GAP inh,-4,-12,5,-7,-12,-6,1,6
ADAM10 inh,-9,-5,1,3,-7,-3,-3,-17
DDE Tn6 FP inh,-6,2,3,3,12,2,-7,2
ADAM17 inh,-1,-4,0,-1,0,-2,-2,-6
TDP2 inh,10,-24,-2,11,0,5,-8,1
SIAE inh,2,-5,-5,-2,-1,-5,-9,-23

(33) CCN(C(=O)COC(=O)/C=C/c1cnc2ccccc2n1)c1ccccc1
(34) CCNCc1ccccc1OCc1ccccc1
(35) CCN(CC(=O)Nc1c(F)cccc1F)C(=O)C1CCN(S(=O)(=O)c2ccc(C)c(C)c2)CC1
(36) O=C(NC(=S)Nc1sc2c(c1C(=O)O)CCCC2)c1ccccc1
(37) CN1CCN(S(=O)(=O)c2ccc(N(C)Cc3cccc(F)c3)nc2)CC1
(38) CC(=O)c1sc2nc(CSc3nnnn3-c3ccccc3)[nH]c(=O)c2c1C
(39) CC1(c2ccccc2)NC(=O)N(N)C1=O (stereo not drawn)
(40) COc1cccc(CCC2C(=O)CCCC2=O)c1

compound no.,33,34,35,36,37,38,39,40
PLCb3 inh,1,4,-5,-21,-6,-109,4,1
PLC-gamma1 inh,-1,2,-2,-12,-3,-71,1,-3
DDE Tn7 FP inh,4,-1,-2,3,4,-7,-1,-1
ARFGAP1 inh,7,-3,-2,6,2,-14,8,-3
ASAP1 GAP inh,0,2,8,3,7,-16,-3,10
ADAM10 inh,-8,3,1,3,-9,-40,1,-4
DDE Tn6 FP inh,-2,2,2,4,-1,-3,2,-1
ADAM17 inh,-2,-2,-2,-1,-4,-15,0,-3
TDP2 inh,-4,6,11,11,0,3,-9,-11
SIAE inh,-1,6,2,-8,1,-13,2,2

# Some of the entries above in another layout.
# The line under a structure holds: PLCb3 inh	PLC-gamma1 inh	DDE Tn7 FP inh	ARFGAP1 inh	ASAP1 GAP inh	ADAM10 inh	DDE Tn6 FP inh	ADAM17 inh	TDP2 inh	SIAE inh
31	Cc1nc(-c2ccc(C(=O)Nc3ccccc3F)cc2)cs1
 : 2	-2	-1	-3	1	-3	-7	-2	-8	-9
32	COc1cc(/C=C2\C(=N)N3N=C(S(C)(=O)=O)SC3=NC2=O)cc(OC)c1OCCOc1ccccc1C
 : -10	-4	2	-3	6	-17	2	-6	1	-23
33	CCN(C(=O)COC(=O)/C=C/c1cnc2ccccc2n1)c1ccccc1
 : 1	-1	4	7	0	-8	-2	-2	-4	-1
34	CCNCc1ccccc1OCc1ccccc1
 : 4	2	-1	-3	2	3	2	-2	6	6
35	CCN(CC(=O)Nc1c(F)cccc1F)C(=O)C1CCN(S(=O)(=O)c2ccc(C)c(C)c2)CC1
 : -5	-2	-2	-2	8	1	2	-2	11	2
36	O=C(NC(=S)Nc1sc2c(c1C(=O)O)CCCC2)c1ccccc1
 : -21	-12	3	6	3	3	4	-1	11	-8
37	CN1CCN(S(=O)(=O)c2ccc(N(C)Cc3cccc(F)c3)nc2)CC1
 : -6	-3	4	2	7	-9	-1	-4	0	1
38	CC(=O)c1sc2nc(CSc3nnnn3-c3ccccc3)[nH]c(=O)c2c1C
 : -109	-71	-7	-14	-16	-40	-3	-15	3	-13
39	CC1(c2ccccc2)NC(=O)N(N)C1=O (stereo not drawn)
 : 4	1	-1	8	-3	1	2	0	-9	2
40	COc1cccc(CCC2C(=O)CCCC2=O)c1
 : 1	-3	-1	-3	10	-4	-1	-3	-11	2

# Next entries follow:
(41) COc1ccc(NC(=O)CSc2nncc3ccccc23)cc1
(42) CN1CCC(N(C)C(=O)COc2ccccc2-c2ccccc2)CC1
(43) O=C1c2ccccc2CCC12OC2c1ccc([N+](=O)[O-])cc1 (stereo not drawn)
(44) N#Cc1ccccc1COC(=O)c1ccc2c(c1)OCO2
(45) CCc1ccc[n+](-c2nc([O-])sc2C=O)c1
(46) COc1ccc(-n2c(C)nc3c(cnn3-c3ccccc3)c2=O)cc1
(47) Cc1nc(C)c(-c2csc(N)n2)s1
(48) O=C(NNC(=O)c1csc(-c2cnccc2C(F)(F)F)n1)c1ccc(C(F)(F)F)cc1
(49) Cn1c(CSCc2ccccc2)n[nH]c1=S
(50) COc1ccc(-c2csc(C(C)(O)c3ccc(F)c(F)c3)n2)cc1 (stereo not drawn)
(51) Cc1cc(CN(C)C(=O)c2ccc(OC3CCN(S(=O)(=O)N(C)C)CC3)cc2)n[nH]1

compound no.,41,42,43,44,45,46,47,48,49,50,51
PLCb3 inh,0,-1,6,-7,-4,3,-11,-3,-5,0,-3
PLC-gamma1 inh,-2,-3,3,3,4,2,-3,0,2,1,5
DDE Tn7 FP inh,2,7,0,0,-5,2,0,6,6,3,-4
ARFGAP1 inh,-6,-7,6,13,3,1,-10,2,-1,0,15
ASAP1 GAP inh,4,6,5,-15,-5,-4,0,5,14,6,-9
ADAM10 inh,-7,-5,2,1,5,11,-8,10,0,3,3
DDE Tn6 FP inh,-1,5,0,-2,2,-1,3,-5,-3,6,1
ADAM17 inh,-4,-5,6,-5,-3,-2,-5,1,2,4,2
TDP2 inh,-6,6,-16,-6,-11,2,7,-9,1,-1,-9
SIAE inh,4,4,-8,4,-2,8,3,-1,-3,-4,1
